High-throughput results deposited in PubChem BioAssay by Sanford-Burnham Center for Chemical Genomics.
PfGluPho inh: PfG6PD enzyme inhibitors, primary screen, biochemical, fluorescence intensity, uHTS; glucose-6-phosphate dehydrogenase-6-phosphogluconolactonase (Plasmodium falciparum 3D7); PfGluPho enzyme, NADPH resazurin-diaphorase fluorescence; inhibition, % at 20 µM; hit rate 0.78% among 350,000; AID 504690, 2011;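 active = inhibition reaching at least a set limit at 20 µM in the primary screen, cut at about 59% in these data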;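 also: 0% = DMSO wells with substrate and 100% = DMSO wells lacking glucose-6-phosphate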
hIAP activ: human IAP activators, primary screen, biochemical, luminescence, uHTS; purified human IAP, CDP-Star luminescence, 30 min; active compounds read high; 1 = vehicle-only enzyme, 0 = enzyme-free background; activation factor at 10 µM; hit rate 0.16% among 330,000;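 active = activation factor of the enzyme at least 2-fold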; also: the source names both 10 and 20 µM as test concentration; values of inactives mirror those of a sister screen read the other way
Target sequence (P09923 whole entry, looked up): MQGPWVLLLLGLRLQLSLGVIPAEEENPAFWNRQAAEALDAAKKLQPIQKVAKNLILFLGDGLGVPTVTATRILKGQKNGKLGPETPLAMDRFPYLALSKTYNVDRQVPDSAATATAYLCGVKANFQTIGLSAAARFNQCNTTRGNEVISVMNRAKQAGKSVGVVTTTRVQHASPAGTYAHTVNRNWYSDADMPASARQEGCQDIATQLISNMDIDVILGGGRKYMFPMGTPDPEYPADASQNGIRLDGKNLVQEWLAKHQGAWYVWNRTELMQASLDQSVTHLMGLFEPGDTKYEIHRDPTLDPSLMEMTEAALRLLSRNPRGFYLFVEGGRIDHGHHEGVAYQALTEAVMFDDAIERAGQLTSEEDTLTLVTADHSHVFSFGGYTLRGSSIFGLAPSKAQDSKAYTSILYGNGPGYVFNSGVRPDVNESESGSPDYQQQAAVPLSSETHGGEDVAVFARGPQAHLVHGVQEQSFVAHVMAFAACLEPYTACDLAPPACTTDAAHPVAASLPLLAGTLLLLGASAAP
MPTP block: mitochondrial permeability transition pore inhibitors, primary screen, biochemical, isolated mouse mitochondria, absorbance | Ca2+ swelling absorbance, 30 min | inhibition, % at 10 µM | AID 602449, 2012 | hit rate 1.4% among 360,000;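 active = inhibition of 50% or more, scaled per plate between neutral and stimulator controls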;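 also: 0% = DMSO wells given calcium and 100% = 1 mM EGTA wells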
ATG4B inhibitor: ATG4B protease inhibitors, primary screen, biochemical, fluorescence, uHTS; Cysteine protease ATG4B (Homo sapiens), Q9Y4P1; ATG4B cleavage of LC3-PLA2, NBD-HPC fluorescence, 1 h; inhibition, % at 8.33 µM; hit rate 0.51% among 340,000; in the data active = inhibition above about 40%
Target sequence (Q9Y4P1 whole entry, looked up): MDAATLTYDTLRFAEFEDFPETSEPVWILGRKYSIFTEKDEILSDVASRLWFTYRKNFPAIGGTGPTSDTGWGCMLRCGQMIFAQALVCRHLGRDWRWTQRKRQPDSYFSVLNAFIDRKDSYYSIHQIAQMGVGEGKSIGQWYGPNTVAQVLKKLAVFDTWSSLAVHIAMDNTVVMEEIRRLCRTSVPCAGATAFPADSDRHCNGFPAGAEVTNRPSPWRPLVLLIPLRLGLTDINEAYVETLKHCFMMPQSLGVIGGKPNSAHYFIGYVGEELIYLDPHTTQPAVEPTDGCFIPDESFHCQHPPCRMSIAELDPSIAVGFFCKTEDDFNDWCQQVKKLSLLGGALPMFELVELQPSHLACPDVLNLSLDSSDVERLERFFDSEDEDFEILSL
SENP1 inh: human SENP1 catalytic domain inhibitors, primary screen, biochemical, FRET, uHTS; AID 624204, 2012; hit rate 0.21% among 360,000; recombinant SENP1 catalytic domain, CyPet-SUMO1-YPet FRET cleavage; inhibition, % at 10 µM;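 active = inhibition at least 30% at 10 µM, raw YFP signal under a set limit, fluorescence ratio 0.5 to 1.5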;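 also: 0% = enzyme with DMSO and 100% = no enzyme wells; some results filed as inactive read as strong as hits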
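Test system: hSENP1 catalytic domain, recombinant; Amount: 20 pM final SENP1 enzyme; Medium: Tris pH 8 buffer plus EDTA, NaCl, BME, BSA, NP40, catalase; Schedule: 50 min enzyme reaction, room temperature, light-protected; Technique: FRET fluorescence in CFP and YFP emission channels; Controls: no-enzyme wells low, DMSO-plus-enzyme wells high control.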
SENP6 inh: SENP6 protease inhibitors, primary screen, biochemical, luminescence, uHTS. AID 2599, 2010. hit rate 1.8% among 330,000. inhibition, % at 10 µM. Sentrin-specific protease 6 (Homo sapiens), Q9GZR1. Recombinant SENP6 catalytic domain, aminoluciferin luminescence;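 active = inhibition above about 50% at the single tested dose, limit read from the data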;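 also: plate controls were DMSO wells with enzyme for no effect and DMSO wells lacking enzyme for full effect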
SENP8 inh: human SENP8 protease inhibitors, primary screen, biochemical, fluorescence, Nedd8 protein substrate, uHTS; inhibition, % at 20 µM; recombinant SENP8; Sentrin-specific protease 8 (Homo sapiens), Q96LD8; hit rate 0.64% among 360,000; in the data active = inhibition mostly above about 40%, no sharp cut-off; inactive = mostly below about 27%
NR3A LBD binder: binders of NR3A ligand-binding domain, primary screen, biophysical, differential scanning fluorimetry, uHTS | Glutamate receptor ionotropic, NMDA 3A (GRIN3A) ligand-binding domain | NR3A LBD differential scanning fluorimetry, Tm shift; 0% = protein alone, 100% = glycine-bound protein | Tm shift relative to glycine control, % at 25 µM | hit rate 2.5% among 340,000;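 active = melting temperature shift of at least 10% of the positive control shift, at one fixed dose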
Starred values were filed as active, the others as inactive; i = inactive; · = not tested or not shown.

SMILES	PfGluPho inh	hIAP activ	MPTP block	ATG4B inhibitor	SENP1 inh	SENP6 inh	SENP8 inh	NR3A LBD binder
CCOC(=O)N1CCN(C2=NC3(CCCCC3)C(C#N)C(=O)N2)CC1 (configuration not stated)	-5	0.86	-2.1	0	-3	-19	33	1
O=C(NCc1ccncc1)Nc1cccc(Cl)c1	-15	0.93	2.8	1	0	-13	5	1
Cc1ccccc1CCNC(=O)c1cc(C2CC2)nc2c1cnn2C(C)C	21	0.93	3.1	28	-3	-6	i	-9
COc1cccc(NC(=O)CN(C)S(=O)(=O)c2ccc3c(c2)NC(=O)CS3)c1	-13	0.97	-0.6	-7	1	-2	8	1
CC(C)N(C(=O)Cn1cc(S(=O)(=O)CC(=O)N2CCOCC2)c2ccccc21)C(C)C	11	0.98	-0.1	-5	2	-7	6	2
CC(=O)Oc1cccc(NC(=O)c2cccc(C(=O)Nc3cccc(OC(C)=O)c3)c2)c1	13	0.9	3.1	-8	-1	-9	-4	-6
COc1ccccc1NC(=S)NNC(=O)c1ccc(Cl)cc1Cl	-19	1.1	34	-6	3	72*	3	-7
O=S(=O)(c1cc(F)ccc1F)N1CCN(c2ncnc3ccccc23)CC1	-8	0.98	95*	-13	-2	6	-81	4
CCN(c1ccccc1)S(=O)(=O)c1ccc(Cl)c(NC(=O)CSc2nnc(C)s2)c1	0	1	2.3	-8	0	-6	7	2
CC(C)CNS(=O)(=O)c1ccc(OCC(=O)Nc2ccc(F)cc2F)cc1	-5	1	3.2	0	0	-5	22	1

5 entries from above, sorted by heavy-atom count, highest first:
SMILES	PfGluPho inh	hIAP activ	MPTP block	ATG4B inhibitor	SENP1 inh	SENP6 inh	SENP8 inh	NR3A LBD binder
CC(C)N(C(=O)Cn1cc(S(=O)(=O)CC(=O)N2CCOCC2)c2ccccc21)C(C)C	11	0.98	-0.1	-5	2	-7	6	2
CCN(c1ccccc1)S(=O)(=O)c1ccc(Cl)c(NC(=O)CSc2nnc(C)s2)c1	0	1	2.3	-8	0	-6	7	2
Cc1ccccc1CCNC(=O)c1cc(C2CC2)nc2c1cnn2C(C)C	21	0.93	3.1	28	-3	-6	i	-9
CCOC(=O)N1CCN(C2=NC3(CCCCC3)C(C#N)C(=O)N2)CC1 (configuration not stated)	-5	0.86	-2.1	0	-3	-19	33	1
COc1ccccc1NC(=S)NNC(=O)c1ccc(Cl)cc1Cl	-19	1.1	34	-6	3	72*	3	-7

(further entries)
SMILES	PfGluPho inh	hIAP activ	MPTP block	ATG4B inhibitor	SENP1 inh	SENP6 inh	SENP8 inh	NR3A LBD binder
CC(C)CC(=O)Nc1c2c(nn1-c1ccc([N+](=O)[O-])cc1)CS(=O)(=O)C2	3	0.94	-0.1	-12	0	-18	22	2
CC1(C)C(=O)Nc2ccccc2N1C(=O)Cn1ncc(Cl)c(Cl)c1=O	9	0.94	-0.3	-2	0	-5	20	-1
COCCNC(=O)C(c1ccncc1)N(C(=O)c1sc(C)nc1C)c1cccc(C)c1 (configuration not stated)	-13	1.1	-0.1	-3	5	-10	12	4
CC(C)NC(=O)CCCn1cc([N+](=O)[O-])cn1	-3	1	-1.9	-7	1	-14	6	-1
CCCCC1=NN2C(=N)CC(=O)N=C2S1	-8	1	-2.4	8	-40	-4	-1	3
CCCCCCn1c(CN2CCCCC2)nc2c1c(=O)n(C)c(=O)n2C	15	0.74	0.1	4	0	-10	2	-1
c1ccc(-c2nc3cccnc3nc2-c2ccccc2)cc1	-7	1	1.4	5	-2	-15	-12	-1
O=C(COC(=O)Cc1ccsc1)NC(c1ccccc1)c1ccccc1	8	1.2	1.7	37	4	-18	19	-1
CN(C)S(=O)(=O)c1ccc(N2CCCC2)c(C(=O)Nc2nccs2)c1	8	0.86	0.9	0	-24	-8	-119	2
CCN(CC)c1ccc(N2C(=O)/C(=C\c3cccs3)SC2=S)cc1	-20	1.3	0.8	4	2	-8	33	0
O=C(CCCc1ccccc1)NCCN1CCOCC1	-18	1.2	-1.3	9	0	-9	23	0
Cc1ccc(S(=O)(=O)N2CCCCC2)c2nsnc12	-9	0.93	0.0	1	2	-8	8	0
O=C(c1ccccc1)N1N=C(c2ccc(F)cc2)CC1c1ccc(F)cc1 (configuration not stated)	1	·	2.0	1	2	·	19	-1
COc1ccc(NC(=O)NC2(C)CCS(=O)(=O)C2)cc1 (configuration not stated)	-8	1	-2.8	2	2	-21	8	1
COc1ccc(OC)c(S(=O)(=O)Nc2c(C)cccc2C)c1	5	1	1.1	-6	1	3	9	-1
CCOC(=O)c1ccc(Nc2nc(C)nc3c2nnn3Cc2ccccc2)cc1	13	0.85	0.7	-1	-4	8	-294	0
COc1ccccc1N1CCN(C(=O)c2cn(-c3ccccc3)nc2-c2cccnc2)CC1	-27	1.1	1.9	-18	0	0	4	-2
Cc1noc(C)c1N=Nc1ccccc1C(=O)O	4	0.97	-0.9	-2	1	-20	10	-1
CCOc1ccc2[nH]c(=O)c(CN(CCCO)S(=O)(=O)c3ccc(F)cc3)cc2c1	7	0.95	-0.2	-7	1	-13	-315	1
CCOC(=O)CSc1nc(C)c2cc(C)c(C)cc2n1	15	1	-1.5	-18	1	8	-19	-1
CSc1cccc(NC(=S)N(Cc2ccc(C)cc2)Cc2ccccn2)c1	1	0.94	1.5	-1	0	-6	29	0
COc1cc(OC)cc(C(C)=O)c1	12	0.86	-1.3	-16	-4	5	14	1
CCC(=O)Nc1nc2ccc3sc(C)nc3c2s1	5	0.85	3.6	-5	-7	-30	-13	-1
CCOc1ccc(N2CC(C(=O)Nc3ccc4c(c3)OCO4)CC2=O)cc1 (configuration not stated)	0	1.1	-0.1	-2	1	15	9	0
Cc1cc(Cl)ccc1OCC(=O)NNC(=O)C1CCCO1 (configuration not stated)	-22	1.3	-3.0	4	2	0	4	0
CC(C)CCNC(=O)C(C)N(C(=O)c1snc(C(N)=O)c1N)c1cnc2ccccc2c1 (configuration not stated)	3	1	-0.7	-4	-9	-14	-356	-2
COc1cc2c(c(OC)c1OC)-c1c(cc3c(c1O)OCO3)C[C@@H](C)[C@@H](C)C2	-2	1	-1.4	9	-1	-1	11	7
O=C(c1ccc(Cl)cc1)C(CN1CCCCC1)c1ccccc1 (configuration not stated)	18	0.92	-1.0	2	2	2	14	·
O=C(COC(=O)c1ccc2c(=O)n3c(nc2c1)CCC3)Nc1ccc(OC(F)F)cc1	-23	1.1	0.7	-2	-32	-10	-105	-2
COc1ccccc1/C=C\C(=O)NCC(=O)N/N=C(\C)Cc1ccccc1	-6	0.89	0.3	4	0	-6	-38	-2
O=C(Nc1ccccc1Cl)NC1(C(=O)N2CCC(O)CC2)CCCCC1	-2	0.95	-3.6	-2	2	-6	6	3
CCCCc1nc2sc3c(SCCN(C)C)ncnc3c2c2c1CCC2	24	0.84	-0.7	-11	-9	-7	-2	0
CCN(CC)C(=O)C1=C(C)N(Cc2ccc(F)cc2)C(=O)C(CC(=O)NCCCCc2ccccc2)C1 (configuration not stated)	8	·	0.6	·	-1	·	2	·
O=C(Nc1c2c(nn1-c1ccccc1)CS(=O)C2)c1ccco1 (configuration not stated)	2	0.82	-0.7	1	1	-13	5	17*
O=c1[nH]c2ccccc2c2nc3ccccn3c12	-7	0.9	-1.9	-5	0	16	7	-1
O=C(CN1CCCCCC1)NN(Cc1ccccc1)c1ccccc1	-5	1.1	1.6	3	2	-5	9	1
O=C(CSCc1c(F)cccc1Cl)NCc1cccnc1	-1	0.79	0.6	-4	2	0	7	12*
CCN(CC)C1CCN(Cc2cn[nH]c2-c2ccc(OC)c(F)c2)C1 (configuration not stated)	-8	1.1	-2.7	-6	-2	-24	8	1
CC1CN(C(=O)c2ccc(NS(=O)(=O)c3ccc(F)cc3)cc2)CC(C)O1 (configuration not stated)	1	1	0.9	-3	3	-1	0	-1
CC(=O)c1cccc(N(CC(=O)NC2CCCCC2)C(=O)CNC(=O)c2cccs2)c1	1	1	-1.5	-6	2	-9	2	-1

An excerpt from above, reduced to NR3A LBD binder, MPTP block and SENP6 inh.
molecule	NR3A LBD binder	MPTP block	SENP6 inh
CCCCc1nc2sc3c(SCCN(C)C)ncnc3c2c2c1CCC2	0	-0.7	-7
CCN(CC)C(=O)C1=C(C)N(Cc2ccc(F)cc2)C(=O)C(CC(=O)NCCCCc2ccccc2)C1 (configuration not stated)	·	0.6	·
O=C(Nc1c2c(nn1-c1ccccc1)CS(=O)C2)c1ccco1 (configuration not stated)	17*	-0.7	-13

(cont.)
SMILES	PfGluPho inh	hIAP activ	MPTP block	ATG4B inhibitor	SENP1 inh	SENP6 inh	SENP8 inh	NR3A LBD binder
CCN=C1SC(C(=O)Nc2cccc(C)c2)CC(=O)N1CC (configuration not stated)	3	1.1	-0.6	-2	1	7	19	2
CC1Cc2ccccc2N1C(=O)CSc1nnnn1Cc1ccccc1 (configuration not stated)	2	1.2	-1.6	-9	1	-8	14	-1
CCOCCCn1c(=N)c(S(=O)(=O)c2ccccc2)cc2c(=O)n3cc(C)ccc3nc21	10	0.87	1.9	-18	-24	-6	-276	1
Cc1ccc(/C=N/n2c(-c3ccc(Cl)cc3)n[nH]c2=S)o1	22	1.3	2.6	6	-1	-6	6	-1
O=C(CSCc1cnn(-c2ccccc2)c1-n1cccc1)NCc1cccnc1	-10	0.95	-0.4	10	1	3	14	0
O=C(Nc1nc2ccccc2[nH]1)c1cc2ccccc2o1	21	1.5	1.8	-5	-3	-36	-436	-1
COC(=O)c1ccccc1NC(=O)C1CCN(C(=O)Cc2ccccc2)CC1	7	1	-1.2	0	0	-4	-54	0
CCN1C(=O)/C(=C/C=C2\N(CC)c3cc(S(=O)(=O)N(C)C)ccc3N2c2ccccc2)SC1=S	-4	0.82	28	3	101	-9	39	0
COc1ccc(-c2cc(C(=O)NCCCN3CCOCC3)c3cc(C(C)C)ccc3n2)cc1	17	1.2	0.3	-10	0	-8	-369	0
O=C(/C=C/c1ccc2ccccc2n1)N1CCN(S(=O)(=O)c2ccccc2F)CC1	10	0.95	1.4	-16	0	2	4	0
O=C(Nc1ccc(COc2ccccc2)cc1)Oc1ccccc1N1CCOCC1	17	0.89	-1.0	4	2	-17	12	1
C[C@@H]1CN([C@@H](C)CO)C(=O)CCCn2nncc2CO[C@H]1CN(C)C(=O)Nc1cccc(Oc2ccccn2)c1	2	·	0.1	·	0	·	5	·
CCOC(=O)c1ccc(NC(=O)c2cc(C)nn2-c2ccccc2)cc1	2	1.1	1.0	-3	2	-12	17	0
CCN(CC)CCNC(=O)CCc1c(C)nc2c(c(C)nn2-c2ccc(C)cc2)c1C	-5	1.1	2.1	7	-1	-8	-311	-1
COCCNC(=O)C(c1cccs1)N(Cc1ccccc1)C(=O)Cn1nnc2ccccc21 (configuration not stated)	-10	0.85	0.1	5	3	-2	39	-3
CCOC(=O)[C@@H]1[C@H]2COc3cc(OC)ccc3[C@@H]2N2C(=O)N(c3ccc(Cl)cc3)C(=O)[C@@]12C	22	1	35	-6	2	-7	-2	-7
CCOc1ccc(-c2csc(NC(=O)C3CCCO3)n2)cc1 (configuration not stated)	16	0.98	-0.3	-1	2	-9	5	0
Cc1ccc(C(=O)NN2C(=O)C3C4c5ccccc5C(c5ccccc54)[C@@H]3C2=O)cc1 (some centres not stated)	19	1	0.6	5	3	-11	24	-2
CCN(CC)C(=O)C1CCCN(C(=O)c2cc(COc3ccc4ncccc4c3)on2)C1 (configuration not stated)	27	1.2	4.3	0	0	-7	-3	0
O=S(=O)(CCSc1nc2ccccc2s1)c1nc2ccccc2s1	27	0.91	2.0	1	1	8	5	-14
